# Bioassay records from PubChem BioAssay.
# Rv3671c protease = inhibits the M. tuberculosis serine protease Rv3671c; P9WHR9; inhibition, % at 5.96 µM; actives 0.048% (n = 320,000); AID 2606; in the data active means inhibition above about 38%;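 further: extracellular domain of Rv3671c used as enzyme; 0% = enzyme with DMSO and 100% = no enzyme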
# Target sequence (P9WHR9 whole entry, looked up, the tested form may be a part): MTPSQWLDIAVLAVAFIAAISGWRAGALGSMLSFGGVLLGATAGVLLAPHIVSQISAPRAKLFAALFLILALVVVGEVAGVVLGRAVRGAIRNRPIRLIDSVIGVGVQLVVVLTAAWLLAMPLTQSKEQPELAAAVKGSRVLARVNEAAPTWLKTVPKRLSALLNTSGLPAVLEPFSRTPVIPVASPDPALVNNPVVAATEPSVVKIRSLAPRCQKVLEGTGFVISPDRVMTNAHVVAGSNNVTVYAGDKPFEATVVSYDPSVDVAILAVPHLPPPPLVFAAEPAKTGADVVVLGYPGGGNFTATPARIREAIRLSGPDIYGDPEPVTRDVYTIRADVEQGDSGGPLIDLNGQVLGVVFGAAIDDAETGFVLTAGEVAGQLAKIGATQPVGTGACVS
# DUSP3 inh = inhibitors of human VHR1 phosphatase (DUSP3). actives 0.52% (n = 290,000). inhibition, % at 13.3 µM. AID 1654. recombinant VHR phosphatase, pNPP absorbance; in the data active means inhibition above about 50%; further: some compounds called inactive have numbers as strong as hits
# Target sequence (P51452 whole entry, looked up): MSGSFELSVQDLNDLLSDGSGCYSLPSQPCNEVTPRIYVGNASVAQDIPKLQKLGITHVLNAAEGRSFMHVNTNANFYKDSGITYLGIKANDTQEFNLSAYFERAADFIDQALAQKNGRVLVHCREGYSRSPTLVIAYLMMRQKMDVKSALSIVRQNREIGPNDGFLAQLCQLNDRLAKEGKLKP
# BoNT F protease = BoNT F light chain protease inhibition | Multiplex microsphere protease cleavage assay, flow cytometry | inhibition, % at 10 µM | actives 0.22% (n = 360,000); in the data active means inhibition above about 35%, passing the limit was not always enough; inconclusive means no clear call, values can overlap the other calls; further: plate controls were buffer without enzyme for full effect and enzyme alone for no effect
# PriA SSB inh = blocks PriA binding to SSB C-terminal tail; AlphaScreen SSBct-PriA binding, biotinylated peptide; inhibition, % at 33 µM; actives 0.6% (n = 430,000); AID 1272365; in the data active means inhibition mostly above about 37%, no sharp cut-off; inactive means mostly below about 20%;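 further: plate controls were negative control peptide for no effect and reference peptide for full effect; strong numbers were not always called active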
# CCHFV vOTU inh = CCHFV vOTU protease inhibition; Pep-AMC fluorescence; inhibition, % at 11.5 µM; actives 0.55% (n = 370,000); in the data active means inhibition above about 30%; further: 0% = vehicle wells with enzyme and 100% = no enzyme wells
# MazEF act = increases E. coli MazEF RNase cleavage of RNA | P0AE70 | FAM/BHQ RNA-DNA oligo cleavage fluorescence, 5 h | activation, % at 20 µM | actives 0.32% (n = 350,000); in the data active means activation above about 50%
# Target sequence (P0AE70 whole entry, looked up): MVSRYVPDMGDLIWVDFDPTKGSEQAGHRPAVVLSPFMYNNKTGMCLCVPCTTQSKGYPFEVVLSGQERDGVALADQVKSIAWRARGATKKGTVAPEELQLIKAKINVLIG
# 3CLpro inhibitor = SARS-CoV 3CLpro protease inhibition. P0C6X7. recombinant SARS-CoV 3CLpro, quenched FRET peptide cleavage. inhibition, % at 6 µM. actives 0.14% (n = 290,000). AID 1706; in the data active means inhibition above about 12%
# BoNT-A LC inh2 = BoNT A light chain protease inhibition. multiplex microsphere protease substrate cleavage, flow cytometry. inhibition, % at 10 µM. actives 0.17% (n = 360,000); further: plate controls were buffer without enzyme for full effect and enzyme alone for no effect
# Anthrax LF inh2 = anthrax lethal factor protease inhibition; multiplex microsphere protease cleavage assay, LF; inhibition, % at 10 µM; actives 0.12% (n = 360,000); AID 588501; further: plate controls were buffer without enzyme for full effect and enzyme alone for no effect
# PrPC surface inh = cell surface PrPC inhibition, primary TR-FRET screen. AID 720596. P04156. TR-FRET read-out. actives 0.43% (n = 370,000). inhibition, % at 13.8 µM; in the data active means inhibition above about 24%; further: 0% = median of the test wells and 100% = reference compound wells
# * marks the source's active call; other numbers are inactive results; ? = inconclusive; · = not tested or not shown; & = joins results of further samples. Unless noted, no stated cut-off is given here; in the data, active means inhibition above about 30%; inconclusive means no clear call, values can overlap the other calls; inactive means below that. Only part of the results is shown (hit frequency here may not be typical).
SMILES,Rv3671c protease,DUSP3 inh,BoNT F protease,PriA SSB inh,CCHFV vOTU inh,MazEF act,3CLpro inhibitor,BoNT-A LC inh2,Anthrax LF inh2,PrPC surface inh
CCCCCCCC(=O)NNC(=O)CC(=O)Nc1ccccc1C(=O)O,-2.3,32.8,25.8,3.4,-4.6,3.6,0.7,1.3,10.0,-2.2
Oc1ccc(-c2[nH]ncc2-c2cccc3cccnc23)c(O)c1,2.1,29.2,-12.2,3.6,-8.6,5.4,-1.3,0.8,0.0,-4.3
COc1cccc(CSc2nnc(-c3ccncc3)n2N)c1,-1.6,23.6,22.2,-5.7,1.0,0.4,0.0,-1.2,13.6,3.0
CCCCNC(=O)NC(C(=O)OC)C12CC3CC(CC(C3)C1)C2 (centres undefined),11.2,-8.7,-2.8,6.2,1.9,3.5,-2.1,0.1,-1.4,13.2
O=C(c1cc(-c2ccco2)on1)N1CCOCC1,9.7,15.2,-2.9,-4.1,1.2,-12.9,-0.1,-0.3,1.6,5.7
Cc1[nH]c(C)c(S(=O)(=O)N2CCN(c3ccc(Cl)cc3)CC2)c1C(=O)N1CCCC1,4.0,3.7,0.0,-7.7,1.9,10.8,6.0,-0.1,-3.5,-8.8
O=S(=O)(O)c1cc2onnc2c2ccccc12,·,·,-4.8,-1.3,24.9,-12.4,·,0.0,-12.2,-2.7
C=CCNc1nc(-c2ccc([N+](=O)[O-])cc2)cs1,6.1,-2.5,-1.8,0.0&-10.1,1.1,-3.5,1.8,5.7,3.1,-21.4
COc1cc(/C=C2\SC(=S)N(NC(C)=O)C2=O)ccc1OC(=O)c1ccco1,-13.3,·,-3.8,-14.3,-13.0,12.4,·,1.2,-2.8,0.2
O=C(OCc1cccc(C(F)(F)F)c1)c1cc([N+](=O)[O-])ccc1N1CCOCC1,6.3,·,1.6,13.2,9.4,-3.3,·,0.7,-1.4,-6.7
N#Cc1ccc(OCc2nnc(SCC(=O)c3ccccc3)n2-c2ccccc2)cc1,-6.9,26.4,-5.1,-11.1,-2.9,7.2,1.6,1.2,-0.9,-3.5
Cc1ccc(NC(=O)Nc2ccccc2C#N)c(Cl)c1,-0.3,4.1,4.3,-25.9,-21.9,-2.3,2.6,0.9,-5.2,-4.0
C=CCNC(=S)NNC(=O)c1ccc(=O)n(Cc2ccccc2)c1,-4.2,10.6,1.0,-3.1,5.8,9.1,2.3,-1.5,-1.7,-4.2
COc1ccc(-c2cn[nH]c2N)cc1,0.6,21.8,3.5,3.9,7.7,-0.6,0.3,0.3,-4.5,-0.2
C=CCSc1ncnc2c1oc1nc3c(cc12)COC(C)(C)C3,10.9,21.0,1.0,-8.0,6.5,23.4,5.1,-0.1,7.0,3.2
O=C(NCc1ccccc1)C1=C[C@@H](c2ccccc2)C[C@@H](OCc2ccc(CO)cc2)O1,-12.8,-6.2,-24.7,11.4,6.7,0.1,4.0,-2.5,-3.2,3.9
O=c1[nH]c(Nc2ccc(F)cc2)cc2ccccc12,-130.4,10.4,-1.8,-5.8,105.2*,12.9,0.3,?,-2.1,6.4
CCOc1ccc(N2CC(=O)N/C2=N\c2nc(C)cc(C)n2)cc1,-5.9,28.0,-17.2,·,12.1,0.3,5.4,-0.6,-1.1,5.7
Cc1onc(-c2c(F)cccc2Cl)c1C(=O)OCc1cnc(Cl)s1,-1.2,5.6,1.9,-57.7,0.5,0.4,4.6,-0.1,-1.2,-2.8
COC(=O)c1ccc2nc(-c3ccc(C)cc3)c(Cc3cccc(Cl)c3)n2c1,·,·,-7.9,·,-1.3,·,·,-0.1,7.4,8.0
Cc1ccc(-c2csc3ncnc(Oc4cccc5ccc(C)nc45)c23)cc1,5.0,4.6,-0.7,-0.1,20.5,-2.3,3.1,-0.1,-0.3,4.5
CCCCn1nc(C)c(C(=O)O)c1Cl,3.1,16.6,2.2,-4.8,-12.8,3.1,-1.0,-0.6,-9.0,4.0
C[C@@H]1CN([C@H](C)CO)C(=O)c2cc(Br)cnc2O[C@H]1CN(C)Cc1cccnc1,·,·,0.8,·,-3.3,-2.2,·,0.2,-0.2,-11.4
COc1ccc(-c2csc(NC(=O)c3cccc(S(=O)(=O)N4CCN(C)CC4)c3)n2)cc1,-1.5,10.5,-1.9,17.8,-1.2,3.2,-4.2,-0.1,-5.0,6.4
CC(C)Cn1c2c(c(O)c(C(=O)Nc3ncccc3O)c1=O)CCCC2,-8.0,8.3,8.3,-24.3,-0.3,3.3,-6.3,0.3,1.7,1.8
CCCc1nnc(SCC(=O)Nc2ccccc2Cl)n1CC1CCCO1 (centres undefined),-2.6,17.0,-20.0,-5.3,9.4,10.5,2.8,-0.4,14.2,7.8
COC(=O)c1cn(CC(=O)N2C(C)CCCC2C)c2ccccc12 (centres undefined),-4.0,3.3,0.7,-18.3,-7.6,5.5,-0.5,-0.5,0.5,5.0
O=C(Nc1ccc2c(c1)OCO2)c1ccc(COc2ccc3c(c2)CCC3)o1,9.1,4.8,-17.6,-14.6,7.5,1.4,2.1,-0.7,-5.4,-4.2
O=C1CCCC2=C1C(c1ccc(Cl)cc1)N1C(=O)CCSC1=N2 (centres undefined),-0.7,-4.8,5.4,-5.3,14.8,5.0,0.3,-0.2,-3.4,6.9
CCCOc1ccc(N2C(=O)CC(NCCNc3ccc([N+](=O)[O-])cn3)C2=O)cc1 (centres undefined),1.8,-4.3,-2.3,-4.6,0.7,4.8,-1.0,-0.7,-2.0,-0.9
Cc1cccc(C)c1-n1nnnc1C1(C)CCC(=O)N1CCCn1ccnc1 (centres undefined),·,·,-10.9,·,0.3,·,·,-1.3,-5.1,-4.9
O=C(NCCO)c1cccc(-c2cnc3cccnn23)c1,·,·,-7.9,·,-133.8,·,·,-0.2,4.8,-9.1
CC(C)(C)C1c2[nH]c3ccccc3c2CCN1CCCn1cccn1 (centres undefined),-0.7,35.3,0.5,6.6,-2.4,0.4,-8.5,0.3,0.5,0.1
COc1ccc(N2CCN(C(=O)c3c(-c4c(F)cccc4Cl)noc3C)CC2)cc1,-8.6,12.6,17.3,10.1,5.5,-8.2,-1.8,3.1,-2.0,5.9
Oc1c(Br)cc(Br)cc1C=Nc1ccc2[nH]ncc2c1,-7.4,15.0,-3.3,2.2,6.3,-44.9,-3.1,0.7,1.6,-23.6
COc1ccc(-n2ncc3c2CC(C)(C)CC3NC(=O)c2oc(C)cc2C)cc1 (centres undefined),-10.0,17.7,7.3,6.4,7.6,-4.1,3.1,0.4,-1.0,2.7
O=C(CCCCC(=O)Sc1ccccc1)Sc1ccccc1,·,·,-10.4,-7.8,-14.5,-4.9,·,-1.2,-15.2,1.1
C=CCNc1ncnc2c1ncn2[C@H]1CN(Cc2ccc(F)cc2)C[C@@H](CO)O1,·,·,0.7,·,21.6,·,·,-0.2,-3.0,9.1
COc1cc(NC(=O)CCNC(=O)Cn2cnc3ccccc3c2=O)cc(OC)c1OC,1.4,10.4,2.2,-18.6,5.1,2.6,-5.2,-1.1,-1.6,-1.7
C=CCOc1ccc(/C=N/NC(C)=O)cc1OCC,-0.1,30.5,-0.8,·,-15.6,4.1,-3.1,-0.3,0.3,-0.7
COc1ccc(NCc2nnc(SCCN3CCCCC3)n2-c2ccc(C)cc2)cc1,-8.3,9.5,-2.3,6.3,-2.0,-0.4,0.0,0.1,-3.2,-0.9
S=C(Nc1ccccc1Cl)N1CCN(c2ccccn2)CC1,-7.2,-6.1,10.4,-0.2,9.5,-3.8,0.7,-2.3,-12.9,2.7
CC1CCN(c2ccccc2NC(=O)c2ccc(N3CCOCC3)c([N+](=O)[O-])c2)CC1,-5.9,-0.1,-3.7,2.5,8.1,-0.4,-3.6,-0.5,-5.9,3.4
CCN(CC)c1ccc(/C=N/N2CCN(Cc3ccccc3)CC2)cc1,-1.4,12.4,-7.3,·,18.0,-4.2,4.0,-4.1,-6.8,-3.6
O=C(COc1ccccc1)N1CCN(C(=O)c2cccs2)CC1,-1.7,13.8,24.2,-9.7,8.9,5.0,0.3,0.3,1.2,1.1
CCCNC(=O)c1ccc(N2CCC3(CC2)CC(c2cccc(Br)c2)=NO3)c(NC(=O)c2cccc(OC)c2)c1,-44.6,·,0.1,14.0,1.9,-20.8,·,-0.2,-11.4,-9.7
CC1CCCCC1NC(=S)NC(=O)c1ccccc1Cl (centres undefined),6.6,·,-8.6,-5.3,6.4,-6.4,·,-0.6,-6.1,12.3
CCOc1ccccc1C(=O)Nc1cccc(-c2ccc(N3CCOCC3)nn2)c1,-2.9,·,0.2,-14.9,-15.7,14.6,·,1.9,-2.1,-1.4
COc1ccccc1NS(=O)(=O)c1cccc(C(=O)NCC(c2ccco2)N2CCCCC2)c1 (centres undefined),-2.8,·,-0.7,-0.7,23.9,-1.2,·,3.7,-2.5,6.3
CCn1c(COC(=O)CNC(=O)c2ccccc2F)nc2cc(S(=O)(=O)N(C)C)ccc21,-3.4,·,·,-10.4,-5.7,-8.3,·,·,·,-2.8
CC(=O)Nc1ccc(N2C(=O)c3ccc(S(=O)(=O)c4ccc(C(=O)O)cc4)cc3C2=O)cc1,3.5,5.4,2.2,-10.1,10.0,-13.9,-1.3,-1.2,-0.6,-8.9
COc1ccc(OC)c(S(=O)(=O)Nc2ccc(C)c(C)c2)c1,-4.5,-23.2,-12.4,4.2,-2.2,-0.5,3.9,-1.2,-4.4,6.5
CCN1CCN(CC(=O)Nc2cccc(C)c2)C(=O)C1=O,3.1,·,-6.1,-4.1,11.7,0.4,-1.1,-0.1,-6.4,-9.7
Nn1c(=O)c2ccccc2n2c(SCc3ccc(C(F)(F)F)cc3)nnc12,5.1,-2.0,12.2,-0.9,2.1,7.8,5.3,-0.9,-0.4,1.7
COc1ccc(-c2nc(CN3CCC(C(=O)N4CCOCC4)CC3)c(C)o2)c(OC)c1,-3.1,26.4,·,-4.1,-3.3,-4.3,4.6,·,·,0.0
CC1=NOC(=O)/C1=C\c1ccc(-c2cccc(Cl)c2)o1,0.4,37.9,5.4,-11.7,·,-17.8,-3.6,0.6,2.5,·
O=C(CN1C(=O)COc2ccccc21)NCCCN1CCN(c2ccccc2F)CC1,0.8,-14.4,3.3,-6.3,7.3,-6.5,0.2,1.5,-3.0,-8.2
CN(C)c1ccc(/C=N\NC(=O)CC#N)cc1,1.1,-6.4,-4.0,·,-16.9,-5.8,-1.8,0.6,-2.0,-3.5
C(=N\c1ncnc2sccc12)/NOCc1ccccc1,-3.9,6.5,8.5,·,-1.8,9.8,3.8,-0.1,0.5,7.1
CCCc1ccc(C(=O)CCC(=O)NNC(=O)c2ccncc2)cc1,-3.5,1.8,-5.3,-17.5,-5.4,4.4,0.7,-0.2,5.3,4.8
CCCN1CCc2c(sc(NC(=S)NC(=O)c3ccccc3)c2C#N)C1,-4.2,8.2,-105.4,25.7,3.1,43.6,-22.4,58.1*,-64.9,-13.2
CC(=O)Nc1cnc(-c2ccccc2O)cn1,·,·,0.8,·,8.3,·,·,-0.2,-4.9,-11.9
O=C(NCc1ccco1)c1cccc2c1C(=O)c1ccc(N3CCCC3)cc1S2(=O)=O,-18.8,·,10.8,-11.4,5.1,-138.2,·,3.2,7.6,-42.2

# Pulled by structure from above, 3 records:
SMILES,Rv3671c protease,DUSP3 inh,BoNT F protease,PriA SSB inh,CCHFV vOTU inh,MazEF act,3CLpro inhibitor,BoNT-A LC inh2,Anthrax LF inh2,PrPC surface inh
CCCc1ccc(C(=O)CCC(=O)NNC(=O)c2ccncc2)cc1,-3.5,1.8,-5.3,-17.5,-5.4,4.4,0.7,-0.2,5.3,4.8
COc1cccc(CSc2nnc(-c3ccncc3)n2N)c1,-1.6,23.6,22.2,-5.7,1.0,0.4,0.0,-1.2,13.6,3.0
O=C1CCCC2=C1C(c1ccc(Cl)cc1)N1C(=O)CCSC1=N2 (centres undefined),-0.7,-4.8,5.4,-5.3,14.8,5.0,0.3,-0.2,-3.4,6.9
